SRC3 TRFRET art: TR-FRET artefact, counter-screen to PPARgamma/SRC-3 agonist assay | PPARgamma/SRC-3 format; active compounds read high | TR-FRET ratio at 8 µM | 99,000 compounds, 0.39% hits; in the data active = TR-FRET ratio above about 2000; note: inactives centre near 1600; reference of the scale not given here
SRC1 TRFRET art: counter-screen for PPARgamma SRC-1 recruitment agonists: TR-FRET artefact | TR-FRET detection artefact counter-screen, emission ratio; active compounds read high | TR-FRET ratio at 8 µM | 99,000 compounds, 0.34% hits; in the data active = TR-FRET ratio above about 2300; note: inactives centre near 1800; reference of the scale not given here
* marks the source's active call; other numbers are inactive results. Only part of the results is shown. The share of hits here may be higher or lower than overall.

SMILES	SRC3 TRFRET art	SRC1 TRFRET art
Cc1cccc(C)c1OCC(=O)Nn1c(=O)[nH]c2ccccc2c1=O	1494	1516
CN1CCN(c2ccc(Cl)cc2NC(=O)C2COc3ccccc3O2)CC1 (centres undefined)	1492	1758
Cc1ccc(-c2nnn(CC(=O)N(c3cccc(F)c3)C(C(=O)NC(C)(C)C)c3ccco3)n2)o1 (centres undefined)	1731	2135
Cc1ccc(-c2nc(NC(=O)c3ccc(S(=O)(=O)N(CCC#N)CCC#N)cc3)sc2-c2ccccc2)cc1	1578	1741
COc1nccnc1NS(=O)(=O)c1ccc(NC(=S)NC(=O)c2ccc(F)cc2)cc1	1581	2025
CNC1=CC(=O)CC(c2ccccc2)C1 (centres undefined)	1258	1607
Nn1c(SCC(=O)Nc2ccc3c(c2)OCO3)nncc1=O	1514	1861
CCN1CCN(C(=O)CN(c2ccc(F)c(Cl)c2)S(C)(=O)=O)CC1	1314	1458
O=C(/C=C/c1ccc(F)cc1)N1CCCc2ccccc21	1442	1657
COc1ccccc1Oc1ccc(-c2cnc3ccccc3n2)cc1[N+](=O)[O-]	1631	2016
CCCOC(=O)Nc1cc(OC)ccc1[N+](=O)[O-]	1723	1953
O=C(CSc1ccccn1)N1CCOCC1	1558	1884
CN(Cc1ccc(F)cc1)C(=O)c1ccc2c(c1)NC(=O)CS2	1669	1451
CCOC(=O)C1C(=O)NC(N2CCCCC2)=NC1c1ccccc1 (centres undefined)	1572	1873
O=c1[nH]c2cc3c(cc2cc1CN(CC1CCCO1)S(=O)(=O)c1ccccc1)OCCO3 (centres undefined)	1462	1706
Cc1c(NC(=O)CN2C(=O)C(=O)c3ccccc32)c(=O)n(-c2ccccc2)n1C	1530	1867
O=C(CSc1ccc(-c2ccccn2)nn1)N1CCCc2ccccc21	1590	1780
Cc1ccc(S(=O)(=O)NNC(=O)c2cccnc2)cc1	1492	1572
O=S(=O)(c1ccc(Cl)cc1)N1CCN(c2ncccn2)CC1	1758	1791
Cc1cc(C)n(C(=O)CCCC(=O)n2nc(C)cc2C)n1	1524	1691

Some of the entries so far, comma-delimited.
molecule,SRC3 TRFRET art,SRC1 TRFRET art
Nn1c(SCC(=O)Nc2ccc3c(c2)OCO3)nncc1=O,1514,1861
CCN1CCN(C(=O)CN(c2ccc(F)c(Cl)c2)S(C)(=O)=O)CC1,1314,1458

(continued)
SMILES	SRC3 TRFRET art	SRC1 TRFRET art
CC(=O)Nc1cccc(-c2cn3ccccc3n2)c1	1660	1821
CC(C)(C)NC(=O)NC(=O)CSc1nncs1	1689	1992
Cc1cc(O)ccc1N1C(=O)c2cccc3cc([N+](=O)[O-])cc(c23)C1=O	1488	1979
COCCN1C(=O)c2ccccc2C(C(=O)NCCCN2CCCC2=O)C1c1c[nH]c2ccccc12 (centres undefined)	1462	1640
COc1cc2ccccc2cc1C(=O)NC(=S)Nc1cc(C(=O)O)ccc1C	1483	1809
O=C(Nn1cnc2ccccc2c1=O)c1ccccc1	1683	1977
O=C(Nc1ccc(NC(=O)C2CC2)nc1)c1cccnc1	1582	1821
CSCc1cc(N2CCCC2)nc(-c2ccccc2)n1	1757	1552
Cn1c(=O)oc2cc(S(=O)(=O)NCCc3ccccc3)ccc21	1689	1789
CCn1ccnc1CN1CCCC(CO)(Cc2cccc(OC)c2)C1 (centres undefined)	1568	1813
COC(=O)c1ccc(S(=O)(=O)NNC(=O)COc2ccc(C)cc2)cc1	1576	1857
COc1ccc(/C=C2\N=C(SC)N(c3ccccc3OC)C2=O)cc1	1534	1985
CC(=O)Nc1nc(CCN2C(=O)c3ccccc3C2=O)cs1	1411	1628
C/C(=N\NS(=O)(=O)c1ccccc1)c1ccc2c(c1)OCO2	1603	1710
COc1ccccc1NC(=O)CN1C(=O)CSC(C)C1=O (centres undefined)	1656	1743
COC(=O)c1c(NC(=S)Nc2ccc(C(=O)N3CCOCC3)cc2)sc2c1CCC2	2231*	2132
COc1cccc(C2CC(c3cccs3)=NN2C(=O)CSc2nc3c(cnn3-c3ccc(F)cc3)c(=O)[nH]2)c1OC (centres undefined)	1542	1373
COc1ccc(/C=C2\SC(=S)N(CC(=O)Nc3nnc(C)s3)C2=O)cc1	1621	1618
COc1ccccc1N1CCN(C(=O)c2cc(N3C(=O)C4C5CCC(C5)C4C3=O)ccc2Cl)CC1 (centres undefined)	1324	1731
CCn1c(-c2ccc(C)cc2)nn(CC(=O)NCCc2ccccc2)c1=S	1687	1749
CCOC(=O)N1CCN(C(=O)CSCc2ccccc2Cl)CC1	1583	1668
CCn1cnc2cc(NCc3cccs3)ccc21	1612	1930
CCOC(=O)N1CCN(S(=O)(=O)c2ccc(C(=O)NNc3nc4c(C)cc(C)cc4s3)cc2)CC1	1292	1608
COc1ccc(NS(=O)(=O)c2cc(NC(=O)c3cnccn3)ccc2N2CCCC2)cc1	1444	1588
COc1ccc(NC(=S)NCc2ccc(S(N)(=O)=O)cc2)c(OC)c1	1635	1796
COc1ccc(CNc2cc(NCCCO)c([N+](=O)[O-])c3nonc23)cc1	1767	1875
O=C(Nc1ccccc1-c1ccccc1)c1cc(C(F)(F)F)cc(C(F)(F)F)c1	1459	1481
CCOC(=O)c1ccc(NC(=O)COc2ccccc2CNCCc2ccccc2)cc1	1481	1688
CNc1nc(N)c([N+](=O)[O-])c(NCCO)n1	1505	1610
O=C(COc1ccccc1-c1ccccc1)NNC(=O)NC1CCCCC1	1541	1718
COc1ccc(C(C)(C)C)cc1NC(=O)c1ccc2c(c1)SC1=NS(=O)(=O)CCN12	1542	1818
COc1ccc(/C(C)=N/NC(=O)c2sccc2-n2cccc2)cc1	1560	1773
C=C(C)Cn1c(-c2cccc([N+](=O)[O-])c2)n[nH]c1=S	1325	1739
O=C(Nc1cccnc1)c1ccc(Cl)c([N+](=O)[O-])c1	1696	1752
Cc1ccccc1C(=O)Nc1ccc(C(=O)N/N=C/c2ccc(O)c(Br)c2)cc1	1769	1692
Cc1cccc(CCNC(=O)c2nnc(Cc3ccc(Cl)cc3)o2)c1	1599	1794
CCCCC(=O)NC(=S)Nc1cccc(Cl)c1N1CCCCC1	1450	1866
Clc1ccc(-c2cn3cc(Br)ccc3n2)cc1Cl	1909	2103
Nc1nnc(SCn2nnc3ccccc3c2=O)s1	1625	1818
O=C(NCCN1CCOCC1)c1ccc2c(c1)N(Cc1ccc(F)cc1)C(=O)CS2	1452	1787
O=C(OC(C(=O)Nc1cc(Cl)cc(Cl)c1)c1ccccc1)C1=COCCO1 (centres undefined)	1310	1786
Nc1nc(SCC(=O)Nc2ccc([N+](=O)[O-])cc2)n[nH]1	1730	1850
Cc1cccc(C)c1OCc1nc2ccccc2c(=O)n1/N=C/c1c[nH]c2ccccc12	1672	1972
O=C(C1CCN(Cc2ccc(Cl)cc2)CC1)N1CCN(C(c2ccccc2)c2ccccc2)CC1	1476	1689
COc1cccc(CN2CCNC(=O)C2CC(=O)NCCn2ccc3ccccc32)c1OC (centres undefined)	1508	1658
CCN(C(=O)COC(=O)CNC(=O)c1ccc(F)cc1)C1CCS(=O)(=O)C1 (centres undefined)	1565	1615
CCOC(=O)C1C(=O)C=C(Nc2ccccc2F)CC1c1ccccc1 (centres undefined)	1560	1707
CCN1CC(CN(C)Cc2cn(-c3cccc(C)c3)nc2-c2cccc(F)c2)CC1=O (centres undefined)	1797	1674
COCCC(=O)Nc1ccc2c(c1)CN(C(=O)CCSC)CC2	1622	1757
Cc1cc(C(=O)OCC(=O)NCc2ccco2)c(C)n1-c1ccc(F)cc1	1391	1882
Cc1[nH]c2ccccc2c1C(=O)C(=O)NCC1CCCO1 (centres undefined)	1483	1673
Nc1n[nH]c(N)c1N=Nc1ccccc1	1407	1682
CCOC(=O)c1c(-c2ccc(-c3ccccc3)cc2)csc1NC(=O)c1cccc(N2C(=O)CCC2=O)c1	1663	1860
CCO[C@@H]1OC(C(=O)N2CCN(Cc3ccc4c(c3)OCO4)CC2)=C[C@H](c2cn(C(C)=O)c3ccccc23)[C@H]1CCCO	1445	1823
O=C1CCCc2ccccc2N1Cc1cccc(F)c1	1523	2004
Cc1n(-c2ccccc2)c2ccc(Cl)cc2[n+]1CCO	1571	2016
O=C(Nc1ccccc1C(=O)NC(Cc1ccc(O)cc1)C(=O)O)c1ccccc1 (centres undefined)	1595	1971
COc1ccc(NCc2nnc(SCC(=O)Nc3ccc(OC)cc3OC)o2)cc1	1709	1548
O=C(NCCO)c1cccc2c1-c1ccccc1C2=O	1470	1766
COc1ccc(C2C(C#N)=C(N)Oc3c2oc(CO)cc3=O)cc1 (centres undefined)	1730	1826

The last seven compounds of the section before lead into the next.
SMILES	SRC3 TRFRET art	SRC1 TRFRET art
CCO[C@@H]1OC(C(=O)N2CCN(Cc3ccc4c(c3)OCO4)CC2)=C[C@H](c2cn(C(C)=O)c3ccccc23)[C@H]1CCCO	1445	1823
O=C1CCCc2ccccc2N1Cc1cccc(F)c1	1523	2004
Cc1n(-c2ccccc2)c2ccc(Cl)cc2[n+]1CCO	1571	2016
O=C(Nc1ccccc1C(=O)NC(Cc1ccc(O)cc1)C(=O)O)c1ccccc1 (centres undefined)	1595	1971
COc1ccc(NCc2nnc(SCC(=O)Nc3ccc(OC)cc3OC)o2)cc1	1709	1548
O=C(NCCO)c1cccc2c1-c1ccccc1C2=O	1470	1766
COc1ccc(C2C(C#N)=C(N)Oc3c2oc(CO)cc3=O)cc1 (centres undefined)	1730	1826
O=C1CC(c2ccc(F)cc2)CC2=C1C=Nc1ccccc1N2 (centres undefined)	1727	1642
COc1ccccc1[C@@H]1C(c2cccc(Cl)c2)=NN(c2ccccc2)[C@H]1C(=O)N1CCOC1=O	1796	1896
COc1cccc(/C=N/NC(=O)c2c(C)nc3ccc(Br)cn23)c1O	1660	1791
CCn1c(SCc2nc3scc(-c4ccccc4)c3c(=O)[nH]2)nnc1-c1ccc(Cl)cc1	1532	1555
Cc1ccccc1OCCC(=O)OCC(=O)NC(C)c1ccccc1 (centres undefined)	1309	2174
COC(=O)CSc1ncnc2c1sc1nc3c(cc12)COC(C)(C)C3	1809	2109
O=C1NN=C(c2ccc(Cl)cc2)CC1c1cccc(Br)c1 (centres undefined)	1446	1683
Cc1ccccc1C(=O)Nc1cccc(-c2cn3ccccc3n2)c1	1644	1851
COc1ccc(NC(=O)CNC(=O)c2c(C)nn(C)c2Cl)cc1	1582	2194
CN1CCN(c2ccc(Cl)cc2NC(=O)/C=C/c2ccc(F)cc2)CC1	1686	1816
CC(=O)c1ccc(NC(=O)C(C)OC(=O)COc2ccc(C#N)cc2)cc1 (centres undefined)	1477	1742
OC1CCCN(Cc2nc(Cc3ccccc3Cl)no2)C1 (centres undefined)	1684	1702
COC(=O)c1c(NC(NC(=O)c2ccccc2)(C(F)(F)F)C(F)(F)F)sc2c1CCN(C)C2	1622	2058
CCc1cccc(CC)c1NC(=S)NCC(c1cccnc1)N1CCOCC1 (centres undefined)	1641	1642
O=C(NCc1ccccc1Cl)c1ccccc1Oc1ccccc1	1459	1659
COc1ccccc1S(=O)(=O)Nc1cc(S(=O)(=O)N2CCCCC2)ccc1N1CCOCC1	1438	1811
Cc1ccc(C(=O)Nc2ccc(N3CCN(S(C)(=O)=O)CC3)cc2)cc1C	1460	1843
C#CCOCCOCCOCCNc1nc(N2CCOCC2)nc(N2CCN(C(=O)[C@H](Cc3cc4ccccc4[nH]3)n3cc([C@@H](N)Cc4ccc(O)cc4)nn3)CC2)n1	1657	1744
COc1ccc(-n2c(Cc3cccn3C)nnc2SCC(=O)Nc2ccccc2F)cc1	1831	1911
COc1ccc(OCC(=O)NC(=S)Nc2ccc(S(=O)(=O)Nc3cc(OC)nc(OC)n3)cc2)cc1	1549	1719

The closing 3 entries of the section above lead into the next.
SMILES	SRC3 TRFRET art	SRC1 TRFRET art
C#CCOCCOCCOCCNc1nc(N2CCOCC2)nc(N2CCN(C(=O)[C@H](Cc3cc4ccccc4[nH]3)n3cc([C@@H](N)Cc4ccc(O)cc4)nn3)CC2)n1	1657	1744
COc1ccc(-n2c(Cc3cccn3C)nnc2SCC(=O)Nc2ccccc2F)cc1	1831	1911
COc1ccc(OCC(=O)NC(=S)Nc2ccc(S(=O)(=O)Nc3cc(OC)nc(OC)n3)cc2)cc1	1549	1719
O=C1OC(c2ccccc2)=NC12CC2c1ccc(Cl)cc1 (centres undefined)	1589	1781
O=C(Cc1ccc(Cl)cc1)NNC(=O)c1cnccn1	1514	2004
Cc1nn(CCC(=O)NNC(=S)Nc2ccc([N+](=O)[O-])cc2)c(C)c1[N+](=O)[O-]	1792	2121
CCOc1ccccc1N1CCN(C(=O)/C=C/c2cccc([N+](=O)[O-])c2)CC1	1405	1683
CCOC(=O)C1(Cc2cccc(OC)c2)CCN(Cc2cccn2-c2nccs2)CC1	1438	1454
COc1cccc(C2NC(=S)NC3=C2CCc2ccccc23)c1 (centres undefined)	1493	2080
CN1CCN(c2ccc(Cl)cc2NC(=O)CCN2C(=O)c3ccccc3C2=O)CC1	1726	1880
CCCCC(=O)NC(=S)Nc1cccc(NC(=O)c2ccco2)c1	1406	1594
O=C(NC(=S)NCC1CCCO1)c1ccc(Cl)cc1Cl (centres undefined)	1575	2013
CCOc1ccccc1NC(=O)NC(C)c1ccncc1 (centres undefined)	1544	1653
O=C(CCC1CCCC1)N1CCC(N2CCCCCC2)CC1	1647	1857
O=C(CSc1nnc(CSc2nc3ccccc3s2)o1)NC1CCCCC1	1765	1697
CCn1c(/C=C\c2ccccc2C)nc2ccccc2c1=O	1576	1933
CN(C)c1cccc(C(=O)OCC(=O)Nc2ccccc2Cl)c1	1612	1830
Cc1ccccc1C(=O)NNC(=S)Nc1cccc(C(F)(F)F)c1	1471	1775
CCOC(=O)N1CCC(NC(=O)c2cc(S(=O)(=O)N3CCCCC3)ccc2F)CC1	1709	1715
COc1ccc(/C=C/C(=O)NCC(=O)N2CCC(N(C)CCN3CCOCC3)CC2)cc1OC	1524	1889
CCOC(=O)NS(=O)(=O)c1ccc(CCNC(=O)c2cc(C)on2)cc1	1442	1650
CC1(C)CC(=O)C2=C(C1)N(c1ccc(F)cc1)C(=O)CC2c1cccnc1 (centres undefined)	1587	1878

Screening data as filed in PubChem BioAssay.
